Bioassay records as filed in PubChem BioAssay.
OXTR potentiator – human OXTR potentiation. P30559. CHO-OTR cells, Fluo-8 calcium fluorescence, potentiator mode; 0% = oxytocin EC15, 100% = EC100. activation, % at 3 µM. 320,000 compounds, 0.061% hits. AID 2445;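 active = activation above that plate's cutoff, the mean activation of tested compounds plus 3 SD, cut at about 6.6% in these data, passing the limit was not always enough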;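 also: 100% uses oxytocin at 75 nM as the full agonist control; some results filed as inactive read as strong as hits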
Target sequence (P30559 whole entry, looked up): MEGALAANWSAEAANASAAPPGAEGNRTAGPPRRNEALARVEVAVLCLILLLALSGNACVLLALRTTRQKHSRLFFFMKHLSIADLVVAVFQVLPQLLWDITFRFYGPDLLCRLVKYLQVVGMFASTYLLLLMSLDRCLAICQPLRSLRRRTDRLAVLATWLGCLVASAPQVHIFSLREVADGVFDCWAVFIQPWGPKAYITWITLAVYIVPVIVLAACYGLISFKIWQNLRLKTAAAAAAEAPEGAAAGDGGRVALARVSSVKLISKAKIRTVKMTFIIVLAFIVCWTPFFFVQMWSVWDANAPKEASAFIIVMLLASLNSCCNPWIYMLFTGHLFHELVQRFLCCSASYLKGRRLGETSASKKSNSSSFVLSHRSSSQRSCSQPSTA
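test system = CHO-OTR cells, human receptor | compound = single-point 3.0 µM | schedule = 6 min compound pre-incubation at room temperature, 100 s kinetic read | signal = Fluo-8 no-wash calcium dye fluorescence, excitation 470-495 nm, emission 515-575 nm | repeats = single well per compound, singlicate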
MEKK2 WT-MEK5 – raises or lowers MEK5 binding to wildtype human MEKK2 PB1 domain; 290,000 compounds, 1.1% hits; bead flow cytometry, Alexa488-MEK5 binding to MEKK2 WT; actives lie on both sides; binding response (% of control), % at 10 µM; in the data active = binding response below about 67% or above about 130%
NALP1 inh – NALP1 inhibition | S. cerevisiae NALP1/ASC/caspase-1 growth, X-gal OD620, 72 h | inhibition, % at 10 µM | 280,000 compounds, 0.61% hits; in the data active = inhibition mostly above about 24%, no sharp cut-off; inactive = mostly below about 32%; also: some compounds called inactive have numbers as strong as hits
V1aR counter – counter-screen for oxytocin receptor agonists: human V1a receptor agonists | P37288 | CHO-V1R cells, Fluo-8 calcium fluorescence, agonist mode; 0% DMSO, 100% 3 nM vasopressin | activation, % at 3 µM | 320,000 compounds, 0.25% hits | AID 2797;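 active = activation above the mean activation of all tested compounds plus 3 SD, per screening run, cut at about 20% in these data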;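 also: signal is peak over basal fluorescence ratio across a 100 second FLIPR read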
GalR3 antagonist – antagonists of human GalR3; inhibition, % at 3 µM; 360,000 compounds, 0.44% hits; O60755; HEK293 GalR3-CNG cAMP membrane potential fluorescence; galR3 body fused to GalR1 C-terminus; AID 651719;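 active = inhibition above the screen-wide average plus 3 SD, cut at about 13% in these data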;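 also: forskolin and galanin both at EC90 stimulate the cells; cAMP rise reported by CNG channel membrane potential dye signal; 0% = forskolin plus galanin with DMSO and 100% = forskolin alone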
Target sequence (O60755 1-299 limits assumed): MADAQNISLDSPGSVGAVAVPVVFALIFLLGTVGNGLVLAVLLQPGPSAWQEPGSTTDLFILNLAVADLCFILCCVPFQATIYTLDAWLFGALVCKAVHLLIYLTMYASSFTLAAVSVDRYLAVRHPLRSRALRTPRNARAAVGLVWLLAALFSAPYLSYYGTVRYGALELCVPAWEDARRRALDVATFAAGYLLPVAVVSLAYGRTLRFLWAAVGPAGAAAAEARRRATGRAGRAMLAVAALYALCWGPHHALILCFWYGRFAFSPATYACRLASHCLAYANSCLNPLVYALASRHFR
MEKK2mut PB1 HTS – signal of MEK5 binding to mutant human MEKK2 PB1 domain | bead flow cytometry, Alexa488-MEK5 binding to MEKK2 mutant | percent response, % at 10 µM | 290,000 compounds, 0.35% hits | AID 1530; in the data active = percent response above about 24%, passing the limit was not always enough; also: inactives centre near 1; some results filed as inactive read as strong as hits; reference of the scale not given here
OXTR agonist – human OXTR agonism; P30559; CHO-OTR cells, Fluo-8 calcium fluorescence; normalized: DMSO 0%, oxytocin 100%; activation, % at 3 µM; 320,000 compounds, 0.32% hits; AID 2435;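 active = activation above the mean of all tested compounds plus 3 SD, cutoff set per screening run, cut at about 20% in these data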;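 also: peak over basal fluorescence ratio from a 100 s FLIPR kinetic read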
PfM18AAP inh – PfM18AAP enzyme inhibition; 290,000 compounds, 1.2% hits; inhibition, % at 7.35 µM; recombinant PfM18AAP, H-Glu-NHMec fluorogenic cleavage;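 active = inhibition above the campaign mean inhibition over all tested compounds plus 3 SD, cut at about 28% in these data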;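 also: 0% = plate median of test compound wells and 100% = 2 mM ZnCl2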
GPR7 antagonist – blocks human GPR7 receptor signaling; P48145; GPR7-expressing cells, fluorescence antagonist assay; inhibition, % at 4.4 µM; 290,000 compounds, 1.1% hits; in the data active = inhibition above about 16%, passing the limit was not always enough;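 also: cells stimulated with the agonist NPW; 0% = agonist with vehicle and 100% = vehicle without agonist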
Target sequence (P48145 whole entry, looked up): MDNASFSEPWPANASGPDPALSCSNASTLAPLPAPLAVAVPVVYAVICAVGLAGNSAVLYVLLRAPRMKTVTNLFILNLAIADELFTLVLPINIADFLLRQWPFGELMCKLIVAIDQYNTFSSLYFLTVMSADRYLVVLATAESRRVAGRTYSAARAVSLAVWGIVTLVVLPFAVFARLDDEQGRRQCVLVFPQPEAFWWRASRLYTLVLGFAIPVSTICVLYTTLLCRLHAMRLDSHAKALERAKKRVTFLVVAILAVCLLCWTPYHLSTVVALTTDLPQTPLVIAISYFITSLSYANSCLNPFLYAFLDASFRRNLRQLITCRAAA
Starred values were filed as active, the others as inactive; · = no result given.

SMILES | OXTR potentiator | MEKK2 WT-MEK5 | NALP1 inh | V1aR counter | GalR3 antagonist | MEKK2mut PB1 HTS | OXTR agonist | PfM18AAP inh | GPR7 antagonist
Cc1csc(N/N=C/c2ccccn2)n1 | -4 | 101 | 3 | 0.6 | -6 | 3 | -0.5 | 20 | -18
CSC1=C(C#N)C(c2ccncc2)C(C(=O)Nc2ccccc2)=C(C)N1 (stereo not drawn) | -12 | 103 | -6 | -0.6 | -6 | 4 | -1.6 | 1 | -17
Cc1cc(C)c2oc(=O)cc(CN3CCCCC3)c2c1 | -10 | 108 | 15 | -1.2 | -10 | 4 | -2.3 | -3 | -16
Cc1cc(C)c(NC(=O)CNC(=O)COC(=O)/C=C/c2cccs2)c(C)c1 | 1 | · | · | 0.2 | -4 | · | -1.2 | · | ·
O=C(CN1CCN(C(=O)C2CCCO2)CC1)Nc1ccc(Cl)c(Cl)c1 (stereo not drawn) | -11 | 100 | 1 | 5.2 | 1 | 4 | 3.6 | 1 | 4
CN(C)C(=O)c1cc(C(=O)c2ccccc2C(F)(F)F)c[nH]1 | -4 | 107 | 10 | 2.4 | 3 | -1 | 2.7 | -4 | -2
COc1ccccc1NC(=O)Cc1csc(NC(=O)c2ccccc2)n1 | -7 | 94 | 12 | 4.0 | -2 | -3 | 2.1 | -6 | 7
C/C(=N\O)C(C)(C)Nc1ccccc1F | 3 | 102 | · | -0.3 | -4 | 5 | 0.2 | -2 | -8
CCCN1CCC(NC(=O)Nc2ccc([N+](=O)[O-])cc2)CC1 | -3 | 107 | 8 | 3.3 | -2 | 4 | 0.6 | -1 | 2
NC(=S)Nc1cc(Cl)ccc1Cl | 1 | 107 | 19 | 1.1 | -3 | 3 | 0.3 | -9 | -7
Cc1cc2cc(CN(Cc3ccc4c(c3)OCO4)C(=O)c3cnccn3)c3nnnn3c2cc1C | -18 | 105 | -1 | -0.8 | -2 | 3 | 0.6 | -4 | -8
O=C(Cn1nc(C(F)F)cc1C(F)F)NNC(=S)Nc1ccc([N+](=O)[O-])cc1 | -1 | 96 | -11 | 2.9 | -6 | 0 | 0.9 | 14 | -2
CCN(CC(=O)Nc1cc(Cl)ccc1C)C(=O)CCc1nc2ccccc2c(=O)[nH]1 | -7 | · | · | -0.3 | 0 | · | -1.3 | · | ·
O=C1C2CCCCC2C(=O)N1c1ccc(NC2CCCCC2)c([N+](=O)[O-])c1 (stereo not drawn) | -4 | 110 | 22 | -1.1 | -2 | -1 | -1.8 | -5 | -5
O=C(Cn1ccc2ccccc2c1=O)NCCC(=O)Nc1cccc(Cl)c1 | -7 | 100 | 18 | 2.1 | · | -3 | 0.6 | -1 | -8
Fc1ccccc1/C=N/Nc1ncnc2ccccc12 | -15 | 99 | 20 | -1.4 | -9 | 0 | -1.2 | 7 | -1
CCCCn1c(=N)n(CC(O)COc2ccc(C)cc2)c2ccccc21 (stereo not drawn) | -12 | 115 | 4 | 8.5 | -11 | 4 | 8.1 | 9 | 36*
COc1ccc(CN2CCn3ncc(C(=O)Nc4ccccc4)c3C2=O)cc1 | 0 | 101 | -10 | 3.0 | -5 | -2 | 0.0 | -12 | -6
CCOC(=O)c1cc2[nH]c3ccccc3c2[n+](-c2ccc([N+](=O)[O-])cc2)c1C | 0 | 100 | 28 | -0.3 | -8 | 3 | -0.1 | 0 | 23*
O=C(/C=C/c1ccc(S(=O)(=O)N2CCOCC2)cc1)NC(=S)NCCCn1ccnc1 | -8 | 105 | -23 | 1.6 | -4 | -3 | 0.7 | -4 | -2
Cn1c(=S)[nH]c2c(c1=O)C(C)(C)Cc1ccccc1-2 | -11 | 98 | 0 | -0.6 | -2 | 3 | -1.8 | 5 | -2
CSCCCN1CCC(n2nccc2NC(=O)CCCc2ccccc2)CC1 | -3 | 103 | 18 | 0.7 | -3 | -2 | -1.8 | 0 | -10
O=c1c(F)cn(C2CCCO2)c(=O)n1Cc1ccccc1Cl (stereo not drawn) | -4 | 99 | · | 5.2 | 0 | 4 | 0.2 | -1 | -5
O=C(NCCN1C(=O)S/C(=C\c2ccc(F)cc2)C1=O)c1cccc(S(=O)(=O)N2CCOCC2)c1 | -18 | 96 | · | 9.0 | -4 | -3 | 6.7 | 4 | -6
COc1ccc(OC)c(NC(=O)CSc2ccc3nnc(-c4ccccn4)n3n2)c1 | 9 | 98 | 5 | 1.3 | 0 | 1 | 0.7 | -7 | -14
CCCCCOC(=O)C(C)c1c(C)[nH]c(=S)[nH]c1=O (stereo not drawn) | -13 | 110 | -16 | 0.2 | -3 | 11 | -0.9 | 4 | -5
c1ccc2c(CSc3nnc(-c4ccncc4)o3)cccc2c1 | 2 | 103 | -18 | -1.0 | -4 | 0 | -0.4 | -3 | 14
CCCCNC(=S)NNC(=O)c1csc2c1CCC(C)C2 (stereo not drawn) | 4 | 96 | 1 | 0.4 | -4 | 4 | 1.1 | 4 | 7
O=C(O)C1CCCN1S(=O)(=O)c1ccc2ccccc2c1 (stereo not drawn) | -14 | 93 | -1 | -1.0 | -2 | -4 | -0.8 | 6 | -11
Cn1c(=O)c2c(nc(-n3ccnc3)n2Cc2ccc([N+](=O)[O-])cc2)n(C)c1=O | -5 | 98 | 40 | 0.2 | -1 | -1 | 0.7 | 2 | -2
COc1ccc(-c2noc(CSc3ccc(C)cc3)n2)cc1 | -3 | 110 | 6 | 0.4 | -7 | 8 | -0.8 | -3 | 0
NC(=O)CCS(=O)(=O)CCN1CCCCC1 | -9 | 104 | 1 | 1.0 | 0 | 1 | 0.3 | -3 | 7
CCCOc1ccc(-c2c(C(=O)N/N=C/c3ccsc3)nnn2-c2nonc2N)cc1 | 11 | 95 | 13 | 6.4 | -8 | -4 | 4.0 | 3 | -11
CC(C)(C)c1ccc(O)c(O)c1 | -1 | · | · | 1.4 | -3 | · | 3.6 | · | ·
Cc1cc(Nc2cc(C)on2)n2ncnc2n1 | 1 | 104 | 37 | 0.4 | 3 | 3 | 0.8 | 9 | -10
c1ccc(OCCOCCSc2ncccn2)cc1 | -10 | 101 | 8 | -0.4 | -4 | 2 | -0.4 | -12 | 18
Cc1ccc(F)c([C@H]2C3C=CCC(c4ccccc4)C3C(=O)N2Cc2ccccc2)c1 (stereo partly drawn) | -18 | 94 | 8 | 0.2 | -6 | -4 | -1.0 | · | ·
Cc1cccc(C)c1OCCN1C(=O)NC(C)(c2ccccc2)C1=O (stereo not drawn) | -10 | 80 | 7 | 0.4 | -2 | -21 | -0.3 | -11 | 3
Cc1cccc(C)c1OCC(=O)Nc1ccc(S(=O)(=O)Nc2ccccn2)cc1 | -4 | 99 | 12 | 0.8 | -4 | -1 | -1.2 | -1 | -4
CC1CN(S(=O)(=O)c2cccc(C(=O)NCCCn3ccnc3)c2)CC(C)O1 (stereo not drawn) | -14 | 106 | 22 | -0.2 | -3 | 3 | -0.7 | 2 | 0
Cc1ccc(-c2nc(N)n(S(C)(=O)=O)n2)cc1 | -1 | 105 | 14 | -1.2 | -2 | 12 | -2.5 | -8 | -15
COc1cccc(-c2nc(CS(=O)CC(=O)NC(C)CCc3ccccc3)c(C)o2)c1 (stereo not drawn) | -3 | 97 | 13 | 8.0 | -8 | 2 | -1.0 | -3 | -7
Cc1cccc(NC(=O)[C@@H](NC(=O)[C@@H]2Cc3ccccc3CN2)C(C)C)c1 | -3 | 106 | 0 | 0.1 | 0 | 10 | -0.6 | -4 | 3
O=C(Nc1ccc2c(c1)OCO2)c1cc(-c2ccc(O)cc2)on1 | -6 | 82 | 24 | 1.1 | -7 | -7 | 1.3 | 0 | -5
COC(=O)CSc1nc(-c2cccs2)ccc1C#N | 0 | 90 | 7 | -0.2 | -6 | -4 | -1.2 | -5 | -5

No new results follow: entries from further up.
SMILES | OXTR potentiator | MEKK2 WT-MEK5 | NALP1 inh | V1aR counter | GalR3 antagonist | MEKK2mut PB1 HTS | OXTR agonist | PfM18AAP inh | GPR7 antagonist
Cc1csc(N/N=C/c2ccccn2)n1 | -4 | 101 | 3 | 0.6 | -6 | 3 | -0.5 | 20 | -18
CSC1=C(C#N)C(c2ccncc2)C(C(=O)Nc2ccccc2)=C(C)N1 (stereo not drawn) | -12 | 103 | -6 | -0.6 | -6 | 4 | -1.6 | 1 | -17
Cc1cc(C)c2oc(=O)cc(CN3CCCCC3)c2c1 | -10 | 108 | 15 | -1.2 | -10 | 4 | -2.3 | -3 | -16
Cc1cc(C)c(NC(=O)CNC(=O)COC(=O)/C=C/c2cccs2)c(C)c1 | 1 | · | · | 0.2 | -4 | · | -1.2 | · | ·

Other compounds.
SMILES | OXTR potentiator | MEKK2 WT-MEK5 | NALP1 inh | V1aR counter | GalR3 antagonist | MEKK2mut PB1 HTS | OXTR agonist | PfM18AAP inh | GPR7 antagonist
O=C1C2C3C=CC([C@@H]2C(=O)N1Cc1cccnc1)C31CC1 (stereo partly drawn) | -7 | 99 | 4 | 0.0 | -3 | 5 | -1.4 | -4 | 5
CCC1CCCCN1C(=O)c1ccc(OC2CCN(C(=O)CCOC)CC2)cc1 (stereo not drawn) | -6 | 100 | -12 | 2.4 | -7 | 3 | 1.1 | 9 | -6
Cc1cccc(NC(=O)NCc2ccc3c(c2)OCO3)c1 | 1 | 108 | 8 | 0.5 | 5 | 8 | -1.8 | 5 | 4
Cc1ccc(C2C(C(=O)c3sc(C)nc3C)=C(O)C(=O)N2CCN(C)C)o1 (stereo not drawn) | 4 | 99 | 23 | 0.8 | -4 | 3 | -0.2 | 3 | 0
Nc1cc(C2CCCC2)nn1-c1ccccc1 | -7 | 104 | 10 | -1.1 | -2 | 4 | -1.8 | 14 | -6
CSCC[C@H](NC(=O)Nc1ccc(Oc2ccccc2)cc1)C(=O)O | -2 | 95 | -1 | -0.5 | -2 | -10 | -0.8 | -6 | -8
CC(=O)Nc1ccc(NC(=O)c2cc(C)nn2-c2ccccc2)cc1 | 4 | 103 | 30 | -0.7 | 1 | 1 | -0.2 | -4 | 2
COCCNC(=O)c1ccccc1NC(=O)c1ccc(Cl)c(S(=O)(=O)Nc2ccc(C)cc2C)c1 | -8 | 97 | 38 | 1.8 | -3 | -1 | 1.1 | -8 | 1
CC(=O)NS(=O)(=O)c1ccc(NC(=O)CCC2CCCC2)cc1 | -2 | 108 | -7 | -0.4 | -3 | 4 | 0.1 | -2 | -11
N#CC1=C(N)Oc2cc(N)ccc2C1C1CCCCC1 (stereo not drawn) | -6 | 96 | 10 | -0.3 | -3 | -5 | 0.7 | 12 | 8
CC1(c2ccc(OC(F)F)cc2)NC(=O)N(CC(=O)Nc2ccc3[nH]c(=O)[nH]c3c2)C1=O (stereo not drawn) | 2 | · | · | 0.3 | -6 | · | -0.7 | · | ·
CCN(CC)CCNC(=O)C1c2cc(OC)c(OC)cc2C(=O)N(C)C1c1cccs1 (stereo not drawn) | -10 | 96 | 0 | -0.5 | 11 | -5 | 0.5 | 1 | -9
COC(=O)C(=C/C=C/N1CCOCC1)C(=O)OC | -12 | 104 | -12 | 0.6 | · | 13 | 1.2 | 3 | -11
COc1ccc(N2Cc3cccc(C(=O)N4CCOCC4)c3C2=O)cc1 | -8 | 105 | 3 | -0.2 | 1 | 3 | 0.6 | 4 | -3
